TAAR1 agonist = human TAAR1 agonism. CHO RD-HGA16 TAAR1, Fluo-8 calcium fluorescence; vehicle wells 0%, saturating PEA agonist 100%. 360,000 compounds, 0.99% hits. AID 624467. Q96RJ0. activation, % at 3 µM;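 active = activation above the mean activation of all test compounds in the run plus 3 SD, cut at about 38% in these data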
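Repeats: no replicates (n 1) | Material: CHO-derived RD-HGA16 cells with stable Gα16 and human TAAR1 | Technique: Kinetic Fluo-8 calcium fluorescence | Schedule: 17-24 h seeding, 75 min 37 °C dye, 30 min RT | Evaluation: % activation from peak over basal fluorescence ratio, DMSO-to-PEA scaled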
CHO parental Ca = signal in parental CHO cells, OX1R antagonist counter-screen; inhibition, % at 5.6 µM; 330,000 compounds, 0.63% hits; parental CHO-K1, ATP-induced calcium, Fluo-8 fluorescence; AID 463079;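 active = inhibition above that plate's mean sample inhibition plus 3 SD, cut at about 26% in these data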;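 note: 0% = ATP-challenged DMSO wells and 100% = DMSO wells without ATP; some compounds past the cut are filed as inactive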
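material = parental CHO cells | also added = ATP as calcium-mobilizing challenge | dosing = single point at 5.6 µM | detection = intracellular calcium via Fluo-8 no-wash fluorescent dye | read-out = % inhibition | benchmarks = low control ATP plus DMSO, high control DMSO only | repeats = one well per compound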
M1 antag = human CHRM1 antagonism; AID 588852; inhibition, % at 3 µM; 360,000 compounds, 1.3% hits; CHO-K1 hM1, Fluo-8 calcium fluorescence, ACh EC80 antagonist;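 active = percent inhibition above its own plate's cutoff, namely the mean of that plate's compound wells plus 3 SD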;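 note: peak over basal fluorescence ratio during 140 s after agonist addition; 0% = ACh EC80 plus DMSO and 100% = DMSO alone without agonist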
Target sequence (P11229 whole entry, looked up): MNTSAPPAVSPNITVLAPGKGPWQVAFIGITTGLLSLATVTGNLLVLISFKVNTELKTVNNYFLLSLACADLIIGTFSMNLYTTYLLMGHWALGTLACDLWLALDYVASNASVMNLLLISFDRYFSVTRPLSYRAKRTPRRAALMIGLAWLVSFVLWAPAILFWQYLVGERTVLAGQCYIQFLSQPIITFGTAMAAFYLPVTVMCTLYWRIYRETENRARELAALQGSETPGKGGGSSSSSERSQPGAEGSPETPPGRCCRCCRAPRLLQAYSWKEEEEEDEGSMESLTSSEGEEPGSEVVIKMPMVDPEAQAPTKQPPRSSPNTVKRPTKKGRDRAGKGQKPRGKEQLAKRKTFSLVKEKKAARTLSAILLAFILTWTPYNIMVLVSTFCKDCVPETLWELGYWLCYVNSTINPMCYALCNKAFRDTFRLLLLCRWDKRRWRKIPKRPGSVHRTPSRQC
CHO-K1 Ca PAM = counter-screen for M1 PAMs: effect in parental CHO-K1 cells. ATP EC20, Fluo-8 calcium fluorescence; 0% at ATP EC20, 100% at ATP max. activation, % at 3 µM. 360,000 compounds, 0.02% hits;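 active = activation above the run cutoff, the mean activation of all test compounds plus 3 SD, cut at about 40% in these data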;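 note: peak over basal fluorescence ratio in a 140 s read after ATP addition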
M1 ag = activates human CHRM1 receptor; 360,000 compounds, 0.33% hits; AID 588814; CHO-K1 hM1, Fluo-8 calcium fluorescence, agonist mode; 0% DMSO, 100% acetylcholine EC100; activation, % at 3 µM;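 active = activation above the run's mean compound activation plus 3 SD, cut at about 16% in these data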;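 note: peak over basal fluorescence ratio within a 140 s kinetic read after compound addition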
OXTR potentiator = human OXTR potentiation | P30559 | CHO-OTR cells, Fluo-8 calcium fluorescence, potentiator mode; 0% = oxytocin EC15, 100% = EC100 | activation, % at 3 µM | 320,000 compounds, 0.061% hits | AID 2445;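 active = activation above that plate's cutoff, the mean activation of tested compounds plus 3 SD, cut at about 6.6% in these data, passing the limit was not always enough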;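 note: 100% uses oxytocin at 75 nM as the full agonist control; some results filed as inactive read as strong as hits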
Target sequence (P30559 whole entry, looked up): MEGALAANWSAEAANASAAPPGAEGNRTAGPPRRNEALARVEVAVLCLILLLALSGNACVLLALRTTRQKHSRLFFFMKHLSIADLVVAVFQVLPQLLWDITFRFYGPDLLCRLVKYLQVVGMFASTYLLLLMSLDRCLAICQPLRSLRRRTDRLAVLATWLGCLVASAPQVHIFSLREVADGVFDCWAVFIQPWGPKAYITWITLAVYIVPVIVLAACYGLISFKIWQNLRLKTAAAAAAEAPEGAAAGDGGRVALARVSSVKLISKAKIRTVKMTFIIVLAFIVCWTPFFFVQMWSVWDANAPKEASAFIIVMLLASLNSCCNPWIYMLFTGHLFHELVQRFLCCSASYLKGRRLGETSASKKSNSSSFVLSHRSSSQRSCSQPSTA
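Assay system: CHO cell line stably expressing human OTR | Also added: Oxytocin at about EC15, sub-maximal agonist stimulus | Times: Compound 6 min at room temperature before oxytocin, 100 s read | Measured by: Fluo-8 intracellular calcium fluorescence, ex 470-495, em 515-575 nm | Controls: EC15 oxytocin alone as 0%, 75 nM oxytocin as 100%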
CHO-K1 Ca antag = nonselective inhibitor or artifact in parental CHO-K1 cells. ATP-induced calcium, Fluo-8 fluorescence. inhibition, % at 3 µM. 360,000 compounds, 0.6% hits;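 active = inhibition above a per-plate cutoff, the plate's mean sample inhibition plus 3 SD, cut at about 24% in these data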;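 note: 0% = DMSO plus EC80 ATP and 100% = DMSO alone without ATP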
TAAR1 antag = antagonists of human TAAR1. CHO RD-HGA16 TAAR1, Fluo-8 calcium fluorescence, antagonist. inhibition, % at 3 µM. Q96RJ0. 360,000 compounds, 1.5% hits;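 active = inhibition above a per-plate cutoff, the mean inhibition of test compounds on that plate plus 3 SD, cut at about 49% in these data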;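 note: 0% = DMSO plus EC80 beta-PEA response and 100% = DMSO alone without agonist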
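Material: CHO RD-HGA16 cells bearing hTAAR1; compound dosing: one-point dosing, 3 µM nominal final; schedule: dye loading 75 min at 37 °C, then 30 min room temperature; measured by: calcium fluorescence with Fluo-8; control set: vehicle and agonist controls; replication: n of 1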
M1 ag parental = nonselective activator or artifact in parental CHO-K1 cells | Fluo-8 calcium fluorescence; scaled to maximal ATP response, vehicle zero | AID 602248 | activation, % at 3 µM | 360,000 compounds, 0.48% hits; in the data active = activation above about 15%;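 note: untransfected CHO-K1 host cells lacking M1 receptor as counterscreen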
The depositor's hits bear a star; . = no result given.

Compound	TAAR1 agonist	CHO parental Ca	M1 antag	CHO-K1 Ca PAM	M1 ag	OXTR potentiator	CHO-K1 Ca antag	TAAR1 antag	M1 ag parental
CNC(=O)C(=O)NCC(c1cccs1)S(=O)(=O)c1ccc(C)cc1 (stereo not given)	4	3	-10	-1	-2	-6	-10	-42	0.6
CCOC(=O)Cn1nnnc1C(C(C)C)N(Cc1cc2c(C)cc(C)cc2[nH]c1=O)C1CCCC1 (stereo not given)	17	-18	-11	4	-1	-14	-6	-19	0.0
COc1ccc2oc3cc(C)[n+]([O-])c(-c4ccc(Cl)cc4)c3c2c1	0	-13	3	14	-4	1	0	-9	-0.1
COC(=O)c1cc(C(=O)Nc2ccc(S(N)(=O)=O)cc2)cc([N+](=O)[O-])c1	0	-15	-13	3	-5	-21	-6	6	1.3
Cn1nc(C(=O)OCc2ccc(F)cc2)c2ccccc2c1=O	3	-17	5	-2	0	-15	1	1	8.2
CCOC(=O)/C(C#N)=C/c1c(Oc2cccc(C)c2)nc2ccccn2c1=O	-1	-9	-8	21	-3	-7	-14	-14	0.5
CCn1c(SCC(=O)N2CCCC2)nnc1-c1ccco1	7	-8	-2	6	-2	-6	-13	-1	0.6
C[C@H](NC(=O)c1ccc(Br)cc1)C(=O)NCc1ccc(S(N)(=O)=O)cc1	9	1	4	17	-4	-7	1	-24	0.7
COc1ccccc1CNC(=O)CSc1nc(-c2ccccc2)cn1N	4	-3	17	-1	-1	-12	6	-16	0.3
COC(=O)c1ccc(NC(=O)c2cccc(NC(=O)c3ccco3)c2)cc1	8	-8	-2	20	-1	-10	17	20	3.1
COc1ccccc1CCC(=O)NNC(=O)c1ccc(Br)cc1	5	-4	16	-7	-5	-3	-7	9	0.4
Cc1nnc(NC(=O)c2ccccc2C(=O)O)s1	24	-12	-4	4	0	1	19	0	0.7
C/C(Cc1ccccc1)=N\NC(=O)CNC(=O)Cc1ccc(Cl)cc1	1	-10	-13	7	-1	-2	-20	16	3.0
COc1ccc(S(=O)(=O)N2CCOCC2)cc1NC(=O)CNC(=O)c1cccs1	0	-12	-3	11	-2	11	-14	6	0.3
CCCC1(C)Nc2ccccc2-c2nc3ccccc3n21 (stereo not given)	6	-7	-1	18	-7	-4	-8	20	0.3
COc1cccc(C(=O)N2CCCN(C)CC2)c1OC	8	-1	-15	13	-3	0	-4	1	1.0
CCOC(=O)c1[nH]c(C)c(CN(CCc2ccccc2)S(C)(=O)=O)c1C	0	-16	-23	27	-7	-3	-12	-4	2.2
Fc1ccccc1/C=N/Nc1nn[nH]n1	5	-5	-2	17	-4	-5	0	0	0.2
CC(C)c1ccc(CNNC(=O)c2ccccc2)cc1	0	18	7	-2	-1	-5	3	4	0.3
Cc1ccc(S(=O)(=O)N2CCC(C(=O)OCC(=O)N(C)C3CCCCC3)CC2)cc1C	0	-9	-7	-19	-4	-1	8	-10	0.9
COc1cc(NC(=O)[C@@H](NC(=O)N2CCn3c2nc2ccccc23)C(C)C)cc(OC)c1	-1	-6	0	-21	-2	1	-14	13	0.2
Cc1c(Cl)c(C(F)(F)F)nn1CC(=O)N1CCSCC1	1	-3	-2	15	-3	1	-2	-15	0.8
Cc1sc2nc(CSC(C)C(=O)N3CCOCC3)[nH]c(=O)c2c1C (stereo not given)	0	-3	-1	16	-4	-5	-2	-10	1.7
S=C(NCc1ccc(Cl)cc1)Nc1ccc(Cl)cc1Cl	7	10	25	7	-7	-10	10	40	10
Nc1nc(-c2ccc(Br)cc2)cc(C(F)(F)F)n1	5	28	7	-3	-5	-4	-3	10	-0.1
C=CCn1c(SCC(=O)NC2CC2)nnc1-c1ccccn1	2	-4	-14	-7	-2	-2	-8	-7	0.7
Cc1nc(NS(=O)(=O)c2ccccc2)sc1NC(=O)Nc1ccccc1	11	3	9	-14	-8	-6	19	1	-0.2
Cc1oc(-c2cccc3ccccc23)nc1CN1CCC[C@H]1CO	1	-23	1	7	-4	-3	-6	-1	0.2
Cc1nnc2n1N=C(c1ccc(OC(F)F)cc1)C(C)S2 (stereo not given)	-2	-2	-6	12	-9	-5	-4	1	-0.1
C/C=C/c1ccc(OCC(O)CN2CCCCCCC2)c(OC)c1 (stereo not given)	3	-34	9	0	-9	-1	-12	-21	-0.1
Cc1c(C(=O)O)sc(=S)n1CCOc1ccccc1	1	-8	-16	8	1	0	-8	-8	0.3
O=[N+]([O-])c1ccc(Cl)cc1NCC1CCCO1 (stereo not given)	-1	-16	-7	-20	0	7	7	13	-0.8
COC(=O)CCc1n[nH]c(=O)[nH]c1=O	2	5	-5	13	0	2	-5	-21	0.3
O=C(OCc1nc2ccccc2s1)c1ccc([N+](=O)[O-])o1	.	-9	-2	-3	4	-10	-6	.	0.2
COc1ccc2c(c1)c(=O)cc(-c1ccccc1)n2C	-2	-5	-4	15	-6	-5	0	17	-0.5
Cc1cc(Cl)ccc1N(CC(=O)N=Nc1c(O)[nH]c2ccccc12)S(C)(=O)=O	22	-21	-3	16	1	-13	1	12	4.3
CCN(CCCNC(=O)CN(C)S(=O)(=O)c1ccc2c(c1)CCC(=O)N2)c1cccc(C)c1	6	-24	-6	2	-7	-3	-2	6	0.4
COc1ccccc1CNC(=O)COC(=O)C1CCN(S(=O)(=O)c2ccccc2)CC1	3	-3	-13	9	-3	2	12	2	0.4
CCN1C2=C(C(=O)CCC2)C(c2ccc(O)c(Br)c2)C2=C1CCCC2=O	9	-9	-1	-4	-4	2	9	12	0.6
CCOc1ccc(NC(=O)Cn2nc(-c3ccccc3Cl)n(CC)c2=S)cc1	0	-12	-8	11	-5	-1	-9	10	0.4
OCCC1CN(Cc2nc3ccccc3s2)CCN1CCc1ccccc1 (stereo not given)	2	-26	12	4	-9	-9	-8	-19	1.1
CC(=O)N[C@@H](C)C(=O)N1CCN(S(=O)(=O)c2ccc(Cl)cc2)CC1	4	-4	11	13	-2	-3	-12	-14	0.8
COc1ccc(S(=O)(=O)N(C)C[C@H]2Oc3ccc(NC(=O)C4CC4)cc3C(=O)N([C@H](C)CO)C[C@@H]2C)cc1	1	-15	-16	6	-5	-3	-9	20	0.2
NCCCCCc1nnc(SCc2ccccc2Cl)o1	17	-6	14	12	-5	-1	-2	-3	0.7
CCCN(CCC)S(=O)(=O)c1ccc(C(=O)Nc2cccnc2)cc1	3	-9	-10	23	-4	-1	-14	-8	3.5
CCOC(=O)C(C#N)(Cc1ccc2ccccc2n1)Cc1ccc2ccccc2n1	11	.	10	5	0	.	-10	64*	5.6
CCCCNC(=O)c1onc(CSc2ccccc2C)c1C(=O)O	9	9	-14	24	-4	-3	-12	-6	-0.1
O=C1CCC([N+](=O)[O-])C(c2cc3c(cc2Br)OCO3)N1 (stereo not given)	7	-7	-3	16	-4	-4	-2	1	-0.2
O=C(CN1C(=O)C2CCCCC2C1=O)OCc1nnc(-c2ccccc2)o1 (stereo not given)	0	-15	-9	23	-4	-8	-12	-7	2.8
O=C(O)C(=Cc1cc2c(cc1[N+](=O)[O-])OCO2)c1cc2c(cc1Br)OCO2	2	.	-10	15	-2	.	-16	-15	0.9

Shown with two lines to a compound: 4 of the compounds above.
Values run as follows: TAAR1 agonist | CHO parental Ca | M1 antag | CHO-K1 Ca PAM | M1 ag | OXTR potentiator | CHO-K1 Ca antag | TAAR1 antag | M1 ag parental
- CCOC(=O)/C(C#N)=C/c1c(Oc2cccc(C)c2)nc2ccccn2c1=O
  -1 | -9 | -8 | 21 | -3 | -7 | -14 | -14 | 0.5
- CCCC1(C)Nc2ccccc2-c2nc3ccccc3n21 (stereo not given)
  6 | -7 | -1 | 18 | -7 | -4 | -8 | 20 | 0.3
- Fc1ccccc1/C=N/Nc1nn[nH]n1
  5 | -5 | -2 | 17 | -4 | -5 | 0 | 0 | 0.2
- Cc1nnc(NC(=O)c2ccccc2C(=O)O)s1
  24 | -12 | -4 | 4 | 0 | 1 | 19 | 0 | 0.7

(list continues)
Compound	TAAR1 agonist	CHO parental Ca	M1 antag	CHO-K1 Ca PAM	M1 ag	OXTR potentiator	CHO-K1 Ca antag	TAAR1 antag	M1 ag parental
CN(C)CCNC(=S)Nc1ccc(-c2nc3ccccc3[nH]2)cc1	3	-15	-1	10	-4	-8	-10	12	0.1
O=S1(=O)c2c(Oc3cccc4ccccc34)cccc2OC(COCc2ccccc2)CN1C1CCCC1 (stereo not given)	0	.	23	-11	-2	.	4	2	0.1
COc1ccc(NC(=O)Nc2cccc3cccnc23)cc1	12	-7	0	15	-4	0	-4	3	1.4
CCOC(=O)CN1C(=O)C2(OCCCO2)c2ccccc21	1	-8	-6	16	-5	6	-1	-3	4.5
Cc1ccc(C(=O)NC(=S)Nc2ccc(-c3ccc(CO)o3)cc2)cc1	2	-17	3	2	-4	-11	0	-14	0.1
CC1C(c2ccccc2)N(C)C(c2ccccc2)CC1(O)c1ccccc1 (stereo not given)	11	-38	-3	24	-12	-3	-32	23	0.8
Cc1ccc(NC2CCCN(C(=O)c3ccc(C)c(N4CCNC4=O)c3)C2)cc1C (stereo not given)	.	-19	-11	19	-2	-4	-11	.	0.4
CCOC(=O)c1cc2c(=O)n3ccccc3nc2n(Cc2ccco2)c1=NC(=O)c1ccc(OC)cc1OC	-3	-13	5	-4	-3	-3	-1	-34	-0.5
CCOc1ccc(CCNC(=O)COC(=O)c2ccc(OC(C)C)cc2)cc1OCC	2	-21	-12	-7	-6	-7	-16	-38	0.0
COC(=O)C1=C(C(=O)OC)[C@@H]2Nc3ccccc3[C@@]23C[C@@H](C(=O)OC)N(C(=O)c2cccs2)C3=N1	5	-20	-12	5	-3	-7	-11	4	0.3
COc1cccc(C(C#N)NCCCNC(C#N)c2cccc(OC)c2OC)c1OC (stereo not given)	0	.	-6	-6	3	.	-3	5	-0.1
O=C(N=C1c2ccccc2CN1c1ccc(F)c(Cl)c1)c1cccnc1Cl	-1	-19	.	.	.	-14	.	-2	.
COc1ccccc1C(=O)NNC(=O)C(=O)N1CCCCC1	1	6	-8	-20	2	-6	4	-5	0.6
COC(=O)c1cccc(NC(=S)NCc2ccco2)c1	17	-6	-1	24	-4	-8	-5	8	3.9
Cc1cc(NC(=O)CSc2nnc(CNC(=O)c3ccc(C(C)(C)C)cc3)o2)no1	3	-3	0	9	-4	-4	-9	-26	0.2

Random draw from the library; any-hit rate near 4.2%.
